Bioassay records: PubChem, several laboratories
Dynein transport: inhibitors of GR-EGFP nuclear translocation, primary screen, dynein cargo transport inhibitor project, imaging, high-content, 3617.4 mouse cells; test concentration mostly 20 µM; stimulated with dexamethasone, 1 µM; active compounds read low; 220,000 compounds, 0.47% hits; z-score, hits read low;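 active = plate z-score of nuclear minus cytoplasmic receptor signal below a set negative limit, without overly bright fluorescence or cell loss, cut at about -3.5 in these data, passing the limit was not always enough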;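 note: z-score of nuclear minus cytoplasmic ring GR-EGFP intensity difference per well; some compounds called inactive have numbers as strong as hits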
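Buffer or medium: tet-free medium with charcoal-stripped serum / Also added: dexamethasone agonist, 1.0 µM final, for 30 min / Timing: induction 48 h, compound 1 h, agonist 30 min / Measured by: high-content fluorescence imaging after fixation / Read-out: nuclear-to-cytoplasmic GR-EGFP distribution per well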
P. falciparum M1AAP: P. falciparum M1AAP inhibitors, biochemical, fluorogenic H-Leu-NHMec substrate, 1536-well (AID 1445) | recombinant M1AAP, H-Leu-NHMec fluorogenic kinetic assay; higher % means a stronger effect | one-dose inhibition, % at 30 µM; IC50 in µM for titrated hits | 220,000 compounds, 0.42% hits;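 active = primary inhibition above the hit cutoff, then over 50% inhibition at one or more dose response concentrations, cut at about 23% in these data, passing the limit was not always enough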;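 note: plate controls were DMSO full reaction for no effect and no enzyme background for full effect; strong numbers were not always called active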
KOR beta-arrestin-1: KOR antagonists, beta-arrestin recruitment, cell-based, luminescence, uHTS (AID 1778); Kappa-type opioid receptor (Homo sapiens); KOR beta-arrestin recruitment, luminescence, antagonist mode; higher % means a stronger effect; inhibition, % at 10 µM; hits with a dose series show IC50 in µM; 290,000 compounds, 0.091% hits; note: strong numbers were not always called active
NOD1 NF-kB reporter: NOD1 signaling inhibitors, primary screen, cell-based, luminescence, uHTS (AID 1578) | 290,000 compounds, 1% hits | NOD1-driven NF-kB luciferase reporter cells, luminescence; higher % means a stronger effect | one-dose inhibition, % at 4 µM; EC50 in µM for titrated hits; in the data active = inhibition mostly above about 36%, no sharp cut-off; inactive = mostly below about 34%;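 note: HEK-293T reporter cells stimulated with the NOD1 agonist gamma-tri-DAP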
KOR beta-arrestin-2: KOR agonists, beta-arrestin recruitment, primary screen, cell-based, luminescence, uHTS (AID 1777). KOR beta-arrestin recruitment, luminescence; higher % means a stronger effect. activation, % at 10 µM; hits with a dose series show EC50 in µM. 280,000 compounds, 0.02% hits; in the data active = activation above about 50%, passing the limit was not always enough; note: a part of the inactive calls stands beside numbers as strong as those of hits
NOD2 inhibition: NOD2 signaling inhibitors, cell-based, luminescence, uHTS, HEK293 (AID 1566); HEK293 NOD2/NF-kB luciferase reporter, luminescence; higher % means a stronger effect; inhibition, % at 4 µM; hits with a dose series show EC50 in µM; 290,000 compounds, 0.63% hits; note: many of its hits are not listed in these tables
AID2073: inhibitors of Mint1-CaV2.2 protein interaction, biochemical, HTRF (AID 2073); Voltage-dependent N-type calcium channel subunit alpha-1B (Homo sapiens); HTRF protein-protein interaction, Mint1-CaV2.2; higher % means a stronger effect; inhibition, % at 20 µM; hits with a dose series show IC50 in µM; 290,000 compounds, 0.19% hits; in the data active = inhibition mostly above about 51%, no sharp cut-off; note: some results filed as inactive read as strong as hits
GPR55 beta-arrestin: GPR55 agonists via beta-arrestin recruitment, primary screen, imaging, U2OS cells, beta-arrestin-GFP redistribution (AID 1961); U2OS GPR55 beta-arrestin-GFP redistribution imaging; higher % means a stronger effect; activation, % at 10 µM; hits with a dose series show EC50 in µM; 290,000 compounds, 0.048% hits; G-protein coupled receptor 55 (Homo sapiens);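 active = activation above 40% with more than 50 cells counted in the well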;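 note: U2OS osteosarcoma cells stably expressing GPR55 and beta-arrestin-GFP; plate controls were DMSO negative control for no effect and LPI positive control for full effect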
P. falciparum M17LAP: P. falciparum M17LAP inhibitors, primary screen, biochemical, fluorogenic H-Leu-NHMec substrate, 1536-well (AID 1619); Leucine aminopeptidase (Plasmodium falciparum (isolate 3D7)); recombinant M17LAP, H-Leu-NHMec fluorogenic kinetic assay; higher % means a stronger effect; inhibition, % at 30 µM, or IC50 in µM where a hit was titrated; 220,000 compounds, 0.38% hits;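 active = compound inhibiting the enzyme by more than half at any dose during confirmatory dose-response retesting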;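 note: plate controls were full reaction with DMSO carrier for no effect and no enzyme background for full effect; strong numbers were not always called active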
Dynein transport cytoplasmic EGFP: further read-out of Dynein transport, marked with its call; z-score; measured here: cytoplasmic GR-EGFP intensity; active compounds read high
Dynein transport nuclear GR-EGFP: second read-out of Dynein transport, no call of its own (marks repeat the call); z-score; measured here: nuclear GR-EGFP intensity;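 lower value marks the stronger effect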
Dynein transport cell count: recorded beside Dynein transport, whose call it bears; z-score; measured here: cell count per field
* = called active by the depositor; nt = no result given; [ ] = another dose, or the depositor's remark. Cut-off read from the data, not from the text of the source, unless noted: active = inhibition above about 50%; inactive = the rest. The list is partial, so the mix of outcomes need not match the whole.

SMILES	Dynein transport	Dynein transport cytoplasmic EGFP	Dynein transport nuclear GR-EGFP	Dynein transport cell count	P. falciparum M1AAP	KOR beta-arrestin-1	NOD1 NF-kB reporter	KOR beta-arrestin-2	NOD2 inhibition	AID2073	GPR55 beta-arrestin	P. falciparum M17LAP
COC(=O)c1ccccc1NC(=O)C12CCC(C)(C(=O)O1)C2(C)C (stereo not drawn)	0.021	-0.24	0.0038	-0.63	6%	-46%	-14%	0.6%	-2%	-5%	-0.1%	-9%
CCCNC(=O)c1ccc(Cl)cc1Cl	-0.51	-0.23	-0.28	-0.2	0%	17%	0%	-1.4%	13%	4%	-0.1%	11%
N=c1ccn(Cc2cccc(Cl)c2)cc1	-0.51	-0.22	-0.45	0.41	-4%	5%	9%	1.5%	36%	13%	0.2%	-4%
Cc1ccc(N=CC=C2OC(C)(C)C(C)(C)O2)cc1	-0.87	-0.16	-0.21	0.85	8%	4%	-17%	-3.5%	6%	1%	0.3%	8%
COc1ccc(OC)c(Cc2nnc(CCC(=O)N3CCCCC3)o2)c1	-0.35	-0.34	-0.42	1	2%	-22%[20 µM]	-36%	-8.1%	-3%	4%	-0.1%	-1%
CC(Nc1nc(-c2cccnc2)nc2ccccc12)c1ccc(F)cc1 (stereo not drawn)	nt	nt	nt	nt	nt	-23%	-20%	2.3%	16%	7%	-0.2%	nt
CCc1nc(SCC(=O)N2CCCC2)c2ccccc2n1	-0.57	-0.21	-0.17	0.55	13%	12%	-20%	-2.3%	2%	-2%	-0.1%	18%
COc1ccc2c(CC(=O)Nc3ccc(OC)c(S(=O)(=O)N4CCOCC4)c3)coc2c1	0.15	-0.17	0.34	-0.94	-2%	11%	14%	-4.9%	7%	38%	0.1%	-7%
CCOC(=O)N1CCN(C(=O)c2cn(CC)c3ccc(S(=O)(=O)N4CC(C)CC(C)C4)cc3c2=O)CC1 (stereo not drawn)	-1.1	-0.23	-0.81	0.64	5%	-8%	-33%	-5.1%	-3%	2%	0.5%	29%
Cc1nn(CCOc2ccccc2)c(=O)n1-c1c(F)cccc1F	1.8	-0.23	0.22	-0.93	3%	33%	-36%	-1.3%	-34%	3%	-0.2%	7%
CCSc1ccc(-c2ccco2)nn1	0.01	-0.23	-0.067	0.3	2%	-64%	1%	14%	-5%	32%	0.2%	19%
O=C(CCC(F)(F)F)N1CCCC(CO)(CCc2ccccc2)C1 (stereo not drawn)	nt	nt	nt	nt	nt	2%[20 µM]	-6%	-6.7%	6%	18%	0.1%	nt
CC1CCCC(C)N1CCCNC(=O)c1cc2c(s1)-c1ccccc1OC2 (stereo not drawn)	nt	nt	nt	nt	nt	-45%	-19%	-1.5%	8%	47%	0.3%	nt
CCCCNC(=O)c1cc(C)nc2ccccc12	0.13	-0.26	0.099	0.17	0%	30%	-3%	-2.0%	15%	-2%	0.6%	-3%
Cc1cc(C)c2cc(CN(Cc3cccnc3)C(=O)c3ccc(F)cc3)c(Cl)nc2c1	-0.29	-0.18	-0.26	-0.03	12%	21%	-3%	5.4%	-30%	-2%	-0.1%	-10%
COc1cc(C)nc(SCC(N)=O)n1	2	0.2	1.5	-0.91	8%	-55%	-15%	2.8%	-1%	0%	-0.1%	-12%
Cc1nn(C)cc1CN(C)Cc1c(C(=O)N(C)Cc2ccccc2)nc2ccccn12	-0.29	-0.26	-0.39	0.64	3%	-5%[20 µM]	-20%	nt	20%	2%	-0.1%	4%
N/C(=N\OC(=O)c1ccc(Cl)cc1Cl)c1ccccc1	0.65	-0.19	-0.07	-0.75	9%	-9%	3%	3.9%	-357%	-5%	-0.1%	-3%
COc1ccccc1N1CCN(/N=C/C=C\c2ccco2)CC1	-0.34	-0.23	-0.87	0.11	14%	-12%	nt	4.7%	-88%	1%	0.1%	7%
COC(=O)c1cc(=O)c2ccc(OC)cc2o1	nt	nt	nt	nt	nt	-6%	-26%	-4.7%	7%	4%	-0.2%	nt
CCCC1Cc2[nH]c(=O)c(C#N)cc2CO1 (stereo not drawn)	0.29	-0.24	0.75	0.13	9%	-3%	-14%	0.8%	14%	2%	0.3%	-41%
Cc1cc(NC(=O)c2ccc(Cl)cc2Cl)no1	nt	nt	nt	nt	nt	13%[20 µM]	-47%	-3.1%	-47%	2%	-0.1%	nt
CC1=C(C(=O)OCc2ccccc2)C(c2ccc(C#N)cc2)NC(=O)N1CCCC(=O)O (stereo not drawn)	-0.17	-0.3	0.27	0.98	0%	-9%	-24%	0.0%	1%	1%	0.2%	16%
O=C1CCCN2N=C(SCC(=O)Nc3nccs3)SC2=N1	0.44	-0.23	0.71	-0.52	8%	31%	-42%	-5.9%	9%	38%	-0.1%	0%
CCc1ccc(NC(=O)CCC(=O)c2ccc(C)cc2)cc1	nt	nt	nt	nt	nt	18%	-4%	2.4%	-12%	-4%	-0.3%	nt
COc1ccccc1CNC(=O)c1ccc(CS(=O)(=O)c2ccccc2OC)o1	-0.3	0.24	0.038	0.17	4%	-18%	-28%	1.0%	11%	-2%	0.0%	6%
O=C(CN1C(=O)CCC1=O)Nc1nc(-c2ccc3ccccc3c2)cs1	-0.44	-0.17	-0.82	-0.048	1%	-37%	-50%	1.5%	-10%	2%	0.1%	6%
CC12CN(NC(=O)c3ccccc3F)C3(C#N)CC1CCC23C (stereo not drawn)	0.92	-0.32	0.47	0.15	4%	0%	-14%	-5.3%	3%	-1%	1.1%	12%
CCOc1ccc(C(=O)NC(=S)NCc2cccnc2)cc1	1.3	-0.24	0.29	-0.74	2%	-17%	-22%	11%	6%	-10%	-0.8%	-4%
Cc1cccc(Nc2ncccc2C(=O)O)c1C	-0.32	-0.21	0.01	0.62	5%	12%	2%	7.3%	12%	-4%	-0.2%	11%
COc1cc(-c2nc3ccccc3s2)ccc1O	0.31	0.0024	0.72	-0.15	9%	-5%	-80%	6.0%	-114%	22%	0.0%	-16%
COCCN1C(=O)C(=O)/C(=C(/O)c2ccc(S(=O)(=O)N3CCOCC3)cc2)C1c1cccc(OC)c1 (stereo not drawn)	nt	nt	nt	nt	nt	-9%	10%	9.5%	-14%	7%	0.3%	nt
CC(=O)OC1CC2(C)/C(=N\O)CCC2C2CCc3cc(O)ccc3C12 (stereo not drawn)	nt	nt	nt	nt	nt	5%	-1%	-7.2%	1%	5%	0.0%	nt
CCOC(=O)CSC1=C(C#N)C(c2ccc(OC)cc2)C2=C(CC(C)(C)CC2=O)N1 (stereo not drawn)	3	-0.11	2.7	-1.4	5%	-22%	1%	6.8%	-5%	20%	-0.1%	19%
O=C(Oc1ccc(O)cc1)C12CC3CC(CC(C3)C1)C2	-0.29	-0.34	-0.088	0.74	0%	-6%	-35%	-2.8%	-2%	5%	-0.2%	6%
Cc1cc(C(=O)Nc2ccccc2C)c2ccccc2n1	nt	nt	nt	nt	nt	-28%[20 µM]	-10%	3.3%	0%	0%	-0.2%	nt
CCOC(=O)/C(=C/Nc1ccc(F)cc1)[N+](=O)[O-]	-0.71	-0.23	0.03	0.36	11%	8%	-5%	2.1%	5%	-14%	0.1%	5%
CCCc1cc(Nc2ccccc2)n2ncnc2n1	nt	nt	nt	nt	nt	-1%	-13%	-0.8%	20%	17%	-0.1%	nt
O=C(O)CSc1nc2ccc(C(=O)c3ccccc3)cc2[nH]1	nt	nt	nt	nt	nt	3%[20 µM]	0%	3.8%	10%	4%	-0.1%	nt
O=c1[nH]c(COc2ccc(Cl)cc2Br)nc2ccccc12	nt	nt	nt	nt	nt	19%	-105%	-4.6%	-78%	10%	0.4%	nt
CCS(=O)(=O)c1ccc(NC(=O)c2ccccc2Cl)c(O)c1	-0.28	-0.37	0.035	0.51	10%	-8%	2%	-3.7%	20%	12%	-0.3%	21%
O=C(CN1CCN(S(=O)(=O)N2CCCCC2)CC1)Nc1ccc(Cl)c(Cl)c1	nt	nt	nt	nt	nt	-19%	-9%	-3.8%	1%	5%	-0.2%	nt
CN1C(=O)/C(=C2\SC(N)=NC2=O)c2ccccc21	-0.59	-0.25	-0.011	0.36	6%	-12%	-2%	-4.6%	-4%	-28%	0.0%	-2%
CCN1CCc2c(OCc3ccc(C)cc3)cccc2C1=O	0.3	-0.27	0.18	0.18	0%	-5%	3%	-3.2%	12%	0%	-0.4%	6%
COC(=O)c1ccc(CN2CCN(C3CCCC3)C(CCO)C2)cc1 (stereo not drawn)	-0.77	-0.25	-0.4	0.93	5%	-30%	-24%	-4.4%	20%	14%	0.4%	-5%
Cc1c(NC(=S)NC(=O)C(C)(C)C)cccc1[N+](=O)[O-]	0.42	-0.26	0.0089	-0.42	0%	24%	-22%	0.8%	-6%	-4%	0.3%	-13%
C=CCc1ccc(OC(=O)NC2CCCCC2)c(OC)c1	nt	nt	nt	nt	nt	10%	-25%	-1.7%	-23%	14%	0.5%	nt
Cc1ccc(-n2c(C)nnc2SCC(=O)NNC(=O)c2ccco2)cc1	0.29	-0.28	-0.014	0.0026	8%	-16%	-26%	2.9%	3%	-17%	-0.3%	9%
O=C(O)c1ccccc1NC(=S)NC(=O)c1cccc2ccccc12	0.87	-0.3	0.68	-0.33	3%	-50%[20 µM]	-30%	-5.2%	-3%	3%	-0.1%	0%
Cc1ccc2c(c1)N(CC(=O)NCCCN1CC(C)CC(C)C1)C(=O)c1cccnc1O2 (stereo not drawn)	nt	nt	nt	nt	nt	18%[20 µM]	-15%	-5.8%	18%	-2%	1.2%	nt
Cc1ccc2c(CN3CCCCC3)cc(=O)oc2c1	nt	nt	nt	nt	nt	24%	-5%	-5.7%	3%	42%	0.0%	nt
